Source: PubChem
TNAP activators – human TNAP enzyme activators, primary screen, biochemical, luminescent, no phosphate acceptor, uHTS (AID 1001); one-dose activation fold at 20 µM; EC50 in µM for titrated hits; purified TNAP, luminescent activation assay, no phosphate acceptor; higher activation fold means a stronger effect; 200,000 compounds, 0.03% hits; in the data active = activation fold from about 3, or a potency from the dose series; inactive = the rest, 99 in 100 with activation fold below about 1.6; note: many of its hits are not listed in these tables
Insulin prom up – MIN6 insulin promoter up-regulation. 190,000 compounds, 0.3% hits. z-score at 5 µM. MIN6 insulin promoter-GFP reporter, high-content imaging; stronger effect = higher value;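 active = z-score above 3 at 5 µM with at least 500 cells counted in the well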
MT stabilizer – stabilizes microtubules in HeLa cells; AID 2205; HeLa tubulin immunostaining HCS, 24 h; share of cells brighter than vehicle mean+2SD; 200,000 compounds, 0.83% hits; % tubulin-high responders, % at 10 µM;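 active = plate Z-score above 3 for both tubulin-high and condensed-nucleus cell shares, with cell loss under 80%, at 10 µM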;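 note: anti alpha tubulin signal scored within the nucleus-defined area of each cell; some results filed as inactive read as strong as hits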
Myeloid diff 2 – myeloid differentiation induction; ER-HoxA9 myeloid progenitors, lysozyme-GFP differentiation, flow cytometry; calls only at 10 µM; 360,000 compounds, 1% hits; AID 624256;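 active = normalized GFP-positive differentiation at or above the plate's own cutoff, the solvent-only control mean plus 3 SD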;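 note: cells exposed to compound for four days before flow analysis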
T cell HTS – T cell immune modulators affecting CD8 T cell-vesicle binding. 2C CD8+ T cell-vesicle binding, flow cytometry; stronger effect = lower value. calls only at 7 µM. 330,000 compounds, 0.068% hits;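 active = response, share of CD8 T cells binding vesicles, and their 90th percentile fluorescence all below set limits, cut at about 80% in these data, passing the limit was not always enough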
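Material: 2C TCR transgenic mouse naive CD8+ T cells, MACS-purified. Also added: QL9-charged Drosophila Ld/ICAM-1/B7-1 vesicles. Timing: binding 1.5 h at 37 °C. Measured by: high-throughput flow cytometry with anti-B7-1 and anti-CD8 staining. Read-out: percent CD8+ FL2 mean versus row control. Controls: Unloaded micro-vesicles (low), QL9 vesicles with 0.7% DMSO (high).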
Dynein cargo inh – dynein cargo transport inhibition; 3617.4 mouse cells, GR-EGFP nuclear translocation imaging; test concentration mostly 20 µM; stimulated with dexamethasone, 1 µM; stronger effect = lower value; z-score, hits read low; 220,000 compounds, 0.47% hits;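 active = plate z-score of nuclear minus cytoplasmic receptor signal below a set negative limit, without overly bright fluorescence or cell loss, cut at about -3.5 in these data, passing the limit was not always enough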;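 note: z-score of nuclear minus cytoplasmic ring GR-EGFP intensity difference per well; some compounds called inactive have numbers as strong as hits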
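Buffer or medium: tetracycline-free induction medium containing charcoal-stripped FBS / Reagent: dexamethasone agonist, 1.0 µM final, for 30 min / Technique: automated 10x imaging of fixed Hoechst-stained cells / Times: induction 48 h, compound 1 h, agonist 30 min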
Lipid droplet – modulators of hepatic lipid droplet formation. AML12 mouse hepatocytes, oleate lipid droplets, BODIPY imaging. inhibition, % at 6.5 µM. 240,000 compounds, 0.4% hits;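 active = lipid droplet intensity inhibited by at least 50%, with more than 500 cells counted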
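Assay system: AML12 hepatocytes (mouse) / Also added: 100 µM oleic acid challenge / Times: overnight treatment with compound plus oleate / Detection: high-content imaging of BODIPY-stained droplets and DAPI nuclei / Evaluation: % inhibition of lipid droplet signal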
b-catenin transl – beta-catenin nuclear translocation modulation | nuclear translocation activity, % at 5 µM | AID 1665 | 190,000 compounds, 0.3% hits | HeLa beta-catenin nuclear translocation, immunofluorescence imaging;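 active = nuclear translocation activity above 50% at 5 µM, with a well cell count of 50 or more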;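 note: per-cell ratio of nuclear to cytoplasmic median beta-catenin stain intensity; plate controls were DMSO negative control for no effect and GSK-3 inhibitor IX positive control for full effect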
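Test system: human HeLa cell line; Doses: 5 µM primary, 0.02–20 µM confirmation; Incubation: 24 h compound exposure, 37°C; Detection: beta-catenin immunofluorescence imaging with DAPI; Read-out: beta-catenin nuclear/cytoplasmic ratio, % activation.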
human PMI inhibition – inhibitors of human PMI, primary screen, biochemical, fluorescence intensity, coupled assay (AID 1209); purified PMI enzyme, coupled fluorescence intensity; higher % means a stronger effect; inhibition, % at 20 µM; hits with a dose series show IC50 in µM; 190,000 compounds, 0.42% hits; in the data active = inhibition above about 50%;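 note: plate controls were DMSO vehicle for no effect and wells lacking substrate for full effect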
Dynein cargo inh cytoplasmic EGFP – also measured in Dynein cargo inh; calls as there; z-score; measured here: cytoplasmic GR-EGFP intensity; stronger effect = higher value
Dynein cargo inh nuclear GR-EGFP – further read-out of Dynein cargo inh, marked with its call; z-score; measured here: nuclear GR-EGFP intensity;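 lower value marks the stronger effect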
Dynein cargo inh cell count – second read-out of Dynein cargo inh, no call of its own (marks repeat the call); z-score; measured here: cell count per field
Insulin prom up cell count – second read-out of Insulin prom up, no call of its own (marks repeat the call); cell count; measured here: cytotoxicity, nuclei count;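 total cells summed across four imaged fields per well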
Lipid droplet cells 6.5 µM – recorded beside Lipid droplet, whose call it bears; cell count; measured here: cell count, cytotoxicity flag;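 cells counted across two imaged fields per well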
b-catenin transl cell count 5 µM – further read-out of b-catenin transl, marked with its call; cell count; measured here: cell count, cytotoxicity flag
T cell HTS vesicle-bound % – second read-out of T cell HTS, no call of its own (marks repeat the call); double positive events, %; measured here: CD8+ vesicle-bound cell fraction;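 binding gate set so that unloaded-vesicle control wells show 10% double positive cells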
MT stabilizer Hoechst-high % – second read-out of MT stabilizer, no call of its own (marks repeat the call); % Hoechst-high responders; measured here: nuclear condensation Hoechst responders;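 share of cells brighter than vehicle mean plus two SD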
MT stabilizer cytotoxicity % – second read-out of MT stabilizer, no call of its own (marks repeat the call); toxicity, %; measured here: cytotoxicity by cell density;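 0% = mean cell density of plate MIN control wells and 100% = no cells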
Myeloid diff 2 GFP+ MAC1+ % – also measured in Myeloid diff 2; calls as there; GFP+ MAC1+ double positive, %; measured here: differentiation confirmed by MAC1 staining
Numbers without * were called inactive.

Screening O=C(Nc1ccccc1Cl)C1CCN(Cc2cnn(-c3ccccc3)c2-n2cccc2)CC1 returned TNAP activators 1.4, Insulin prom up 0.43, MT stabilizer 1.4, Myeloid diff 2 inactive, T cell HTS inactive, Dynein cargo inh -0.73, Lipid droplet 12, human PMI inhibition -2%, Dynein cargo inh cytoplasmic EGFP -0.29, Dynein cargo inh nuclear GR-EGFP -0.5, Dynein cargo inh cell count 0.59, Insulin prom up cell count 882, Lipid droplet cells 6.5 µM 724, T cell HTS vesicle-bound % 38, MT stabilizer Hoechst-high % 1.5, MT stabilizer cytotoxicity % 15 and Myeloid diff 2 GFP+ MAC1+ % 0.7.
`Cc1ccc(C(=O)NNC(=O)CCC(=O)Nc2cccc(Cl)c2C)cc1` gave TNAP activators 1.1, Insulin prom up 0.36, MT stabilizer 3.3, Myeloid diff 2 inactive, T cell HTS inactive, Dynein cargo inh 1.2, Lipid droplet -9, b-catenin transl -0.7, human PMI inhibition 10%, Dynein cargo inh cytoplasmic EGFP -0.23, Dynein cargo inh nuclear GR-EGFP 1.3, Dynein cargo inh cell count -1.1, Insulin prom up cell count 1452, Lipid droplet cells 6.5 µM 510, b-catenin transl cell count 5 µM 1062, T cell HTS vesicle-bound % 37, MT stabilizer Hoechst-high % 2.9, MT stabilizer cytotoxicity % 5.4 and Myeloid diff 2 GFP+ MAC1+ % 1.3.
For COCc1ccc(C(=O)N2CCCC(CCC(=O)NCc3ccccc3F)C2)o1 (stereo not drawn) the results were TNAP activators 1.1, Insulin prom up 0.3, MT stabilizer 24*, Myeloid diff 2 inactive, T cell HTS inactive, Dynein cargo inh 2.6, Lipid droplet -27, b-catenin transl 41, human PMI inhibition -1%, Dynein cargo inh cytoplasmic EGFP -0.2, Dynein cargo inh nuclear GR-EGFP 1, Dynein cargo inh cell count -1.2, Insulin prom up cell count 1285, Lipid droplet cells 6.5 µM 703, b-catenin transl cell count 5 µM 577, T cell HTS vesicle-bound % 36, MT stabilizer Hoechst-high % 42*, MT stabilizer cytotoxicity % 31* and Myeloid diff 2 GFP+ MAC1+ % 0.7.
For Cn1nnc(C(O)CNCc2ccc(Cl)cc2)n1 (stereo not drawn) the results were TNAP activators 1.1, Insulin prom up -0.22, MT stabilizer 4.6, Myeloid diff 2 inactive, T cell HTS inactive, Dynein cargo inh 1.9, Lipid droplet 11, b-catenin transl -1.1, human PMI inhibition -32%, Dynein cargo inh cytoplasmic EGFP -0.25, Dynein cargo inh nuclear GR-EGFP 1, Dynein cargo inh cell count -0.81, Insulin prom up cell count 1232, Lipid droplet cells 6.5 µM 731, b-catenin transl cell count 5 µM 1126, T cell HTS vesicle-bound % 33, MT stabilizer Hoechst-high % 1.7, MT stabilizer cytotoxicity % 6.8 and Myeloid diff 2 GFP+ MAC1+ % 0.5.
`O=c1[nH][nH]cc1C=NCc1cccc(C(F)(F)F)c1` gave TNAP activators 1.7, Insulin prom up 0.12, MT stabilizer 3.1, Myeloid diff 2 inactive, T cell HTS inactive, Dynein cargo inh -0.53, Lipid droplet -13, b-catenin transl -2.7, human PMI inhibition 5%, Dynein cargo inh cytoplasmic EGFP -0.34, Dynein cargo inh nuclear GR-EGFP 0.084, Dynein cargo inh cell count 1.5, Insulin prom up cell count 1101, Lipid droplet cells 6.5 µM 689, b-catenin transl cell count 5 µM 1065, T cell HTS vesicle-bound % 66, MT stabilizer Hoechst-high % 3.1, MT stabilizer cytotoxicity % 4.1 and Myeloid diff 2 GFP+ MAC1+ % 0.1.
O=C(Nc1ccc(Cl)cc1)N1CCCC(Cn2cccc2)C1 (stereo not drawn) was read as Insulin prom up 0.2, Myeloid diff 2 inactive, T cell HTS inactive, Dynein cargo inh -0.83, Lipid droplet -27, b-catenin transl -0.3, Dynein cargo inh cytoplasmic EGFP -0.16, Dynein cargo inh nuclear GR-EGFP -0.31, Dynein cargo inh cell count 0.16, Insulin prom up cell count 1125, Lipid droplet cells 6.5 µM 675, b-catenin transl cell count 5 µM 1259, T cell HTS vesicle-bound % 35 and Myeloid diff 2 GFP+ MAC1+ % 0.8.
Screening CC(=O)NS(=O)(=O)c1ccc(NC(=O)c2cc3c(=O)n4ccccc4nc3s2)cc1 returned Insulin prom up 0.1, Myeloid diff 2 inactive, T cell HTS inactive, Dynein cargo inh -0.88, Lipid droplet -8, b-catenin transl 0.8, Dynein cargo inh cytoplasmic EGFP -0.29, Dynein cargo inh nuclear GR-EGFP -0.42, Dynein cargo inh cell count 0.76, Insulin prom up cell count 1111, Lipid droplet cells 6.5 µM 781, b-catenin transl cell count 5 µM 1274, T cell HTS vesicle-bound % 48 and Myeloid diff 2 GFP+ MAC1+ % 0.4.
Screening COc1cc(NC(=O)CSc2nccc(C)n2)c(C)cc1[N+](=O)[O-] returned TNAP activators 1, Insulin prom up -0.14, MT stabilizer 2.9, Myeloid diff 2 inactive, T cell HTS inactive, Dynein cargo inh 0.64, Lipid droplet -1, b-catenin transl -4.7, human PMI inhibition -2%, Dynein cargo inh cytoplasmic EGFP -0.27, Dynein cargo inh nuclear GR-EGFP 0.36, Dynein cargo inh cell count 0.42, Insulin prom up cell count 1338, Lipid droplet cells 6.5 µM 646, b-catenin transl cell count 5 µM 587, T cell HTS vesicle-bound % 28, MT stabilizer Hoechst-high % 1.7, MT stabilizer cytotoxicity % 4.2 and Myeloid diff 2 GFP+ MAC1+ % 0.2.
Screening O=C(Nc1ccc2c(c1)OCO2)c1cccc(S(=O)(=O)N2CCCC2)c1 returned TNAP activators 1.1, Insulin prom up 0.32, MT stabilizer 1.9, Myeloid diff 2 inactive, T cell HTS inactive, Dynein cargo inh 1.9, Lipid droplet -23, human PMI inhibition 16%, Dynein cargo inh cytoplasmic EGFP -0.12, Dynein cargo inh nuclear GR-EGFP 0.19, Dynein cargo inh cell count -1.1, Insulin prom up cell count 1250, Lipid droplet cells 6.5 µM 630, T cell HTS vesicle-bound % 12, MT stabilizer Hoechst-high % 1.5, MT stabilizer cytotoxicity % 12 and Myeloid diff 2 GFP+ MAC1+ % 0.3.
`CCc1ccc(NC(=O)c2noc3c2CCC3)cc1` gave TNAP activators 1.2, MT stabilizer 2.2, Myeloid diff 2 inactive, T cell HTS inactive, Dynein cargo inh -0.67, Lipid droplet 17, human PMI inhibition 1%, Dynein cargo inh cytoplasmic EGFP -0.039, Dynein cargo inh nuclear GR-EGFP -0.32, Dynein cargo inh cell count -0.47, Lipid droplet cells 6.5 µM 788, T cell HTS vesicle-bound % 48, MT stabilizer Hoechst-high % 2.4, MT stabilizer cytotoxicity % 5.4 and Myeloid diff 2 GFP+ MAC1+ % 1.0.
Clc1ccc(-c2csc(Nc3ccccc3)[n+]2Cc2ccco2)c(Cl)c1 was read as TNAP activators 1.1, Insulin prom up -0.44, MT stabilizer 1.9, Myeloid diff 2 inactive, Dynein cargo inh -0.67, Lipid droplet 19, b-catenin transl 2.0, human PMI inhibition -22%, Dynein cargo inh cytoplasmic EGFP -0.097, Dynein cargo inh nuclear GR-EGFP -0.037, Dynein cargo inh cell count -0.058, Insulin prom up cell count 1263, Lipid droplet cells 6.5 µM 654, b-catenin transl cell count 5 µM 1069, MT stabilizer Hoechst-high % 2.6, MT stabilizer cytotoxicity % 7.5 and Myeloid diff 2 GFP+ MAC1+ % 0.5.
For O=C(COc1ccc(N2C(=O)c3ccccc3C2=O)cc1)c1ccccc1 the results were TNAP activators 1, MT stabilizer 1.0, Myeloid diff 2 inactive, T cell HTS inactive, Dynein cargo inh -0.32, Lipid droplet -4, b-catenin transl -0.3, human PMI inhibition 8%, Dynein cargo inh cytoplasmic EGFP -0.31, Dynein cargo inh nuclear GR-EGFP -0.19, Dynein cargo inh cell count 0.43, Lipid droplet cells 6.5 µM 599, b-catenin transl cell count 5 µM 976, T cell HTS vesicle-bound % 32, MT stabilizer Hoechst-high % 3.7, MT stabilizer cytotoxicity % 5.1 and Myeloid diff 2 GFP+ MAC1+ % 0.1.
Cc1cccc(-n2c(C)cc(/C=C3/C(=N)N4C(c5ccccc5)=CSC4=NC3=O)c2C)c1 was read as TNAP activators 1.1, Insulin prom up -0.38, MT stabilizer 2.6, Myeloid diff 2 inactive, T cell HTS inactive, Dynein cargo inh 1.8, Lipid droplet -20, b-catenin transl 0.1, human PMI inhibition 14%, Dynein cargo inh cytoplasmic EGFP -0.12, Dynein cargo inh nuclear GR-EGFP 1.1, Dynein cargo inh cell count -1.6, Insulin prom up cell count 1179, Lipid droplet cells 6.5 µM 549, b-catenin transl cell count 5 µM 963, T cell HTS vesicle-bound % 48, MT stabilizer Hoechst-high % 5.3, MT stabilizer cytotoxicity % 12 and Myeloid diff 2 GFP+ MAC1+ % 0.7.
